PDI inh = inhibitors of human protein disulfide isomerase. PDI insulin aggregation turbidity, A650, 90 min. inhibition, % at 10 µM. AID 588391. 350,000 compounds, 0.052% hits;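 active = mean inhibition across replicates of 30% or more, whatever share of single replicates reach that level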;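 also: absorbance from insulin aggregation driven by PDI reduction with DTT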
Target sequence (P07237 whole entry, looked up): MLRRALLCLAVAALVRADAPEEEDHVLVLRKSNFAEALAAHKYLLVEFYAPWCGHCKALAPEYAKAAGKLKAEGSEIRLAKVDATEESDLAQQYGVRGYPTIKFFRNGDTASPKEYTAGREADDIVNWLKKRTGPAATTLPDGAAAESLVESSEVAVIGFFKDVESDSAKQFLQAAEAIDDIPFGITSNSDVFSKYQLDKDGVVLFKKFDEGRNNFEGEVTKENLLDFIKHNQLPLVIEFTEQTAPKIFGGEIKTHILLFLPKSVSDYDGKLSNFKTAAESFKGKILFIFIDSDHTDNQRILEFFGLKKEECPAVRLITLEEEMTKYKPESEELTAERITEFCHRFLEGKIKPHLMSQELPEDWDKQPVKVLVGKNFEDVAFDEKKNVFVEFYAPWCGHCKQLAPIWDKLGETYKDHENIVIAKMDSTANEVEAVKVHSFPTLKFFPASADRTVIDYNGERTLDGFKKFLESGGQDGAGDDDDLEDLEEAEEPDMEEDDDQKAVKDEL
ABCB6 inh MLPCN = blocks the human ABCB6 transporter. 360,000 compounds, 0.19% hits. fluorescence ratio to DMSO, % at 10 µM. K562-ABCB6 porphyrin accumulation, flow cytometry, 1 h; stronger effect = lower value. Q9NP58;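 active = fluorescence ratio to DMSO below 75%, the collection mean minus 3 SD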;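 also: signal is porphyrin accumulated inside mitochondria; 100% equals median channel fluorescence of DMSO control wells; lower ratio means ABCB6 inhibition with less porphyrin fluorescence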
CaV13 FRET inh = Disruptors of the CACNA1D IQ motif to Ca2+-dependent inactivation inhibitor domain association, primary screening, Förster resonance energy transfer in intact living …; HEK cells, CFP/YFP FRET ICDI-IQ, plate reader, 10 min; percent FRET-ratio fall versus neutral wells; inhibition, % at 12.3 µM; 340,000 compounds, 0.098% hits;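 active = mean replicate inhibition of at least 30% and at least 1% of replicates passing that level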;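 also: 0% = median of the neutral control wells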
hiPSC survival = hiPSC single-cell survival enhancement. 360,000 compounds, 0.044% hits. AID 602274. ATPlite luminescence; 100% = ROCK inhibitor wells, 0% = DMSO. survival enhancement, % at 20 µM; in the data active = survival enhancement above about 18%;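 also: cells exposed to compounds for 16 hours before the ATP read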
Vif imaging = HIV Vif inhibition; HEK293T cells, Vif self-association by quenched fluorescence, imaging, 24 h; 340,000 compounds, 0.35% hits; AID 602346; inhibition, % at 7.49 µM; in the data active = inhibition above about 50%, passing the limit was not always enough; also: some results filed as inactive read as strong as hits
Glyco luc inh = N-linked glycosylation inhibition; AID 588692; 360,000 compounds, 0.23% hits; reporter increase, % at 12.5 µM; D54 ERlucT glycosylation luciferase reporter, 24 h; percent of 100 nM tunicamycin response;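 active = mean luciferase reporter signal, scaled so untreated is 0 and the glycosylation-blocking control 100, at or above a set limit in every replicate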;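 also: luciferase carries N-glycosylation sites so blocking glycosylation raises the light; 0% = median of neutral control wells and 100% = median of 100 nM tunicamycin wells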
HTR2A ag = mouse HTR2A agonism via beta-arrestin recruitment. CHO-K1 mHTR2A beta-arrestin complementation, luminescence; percent of 30 µM serotonin response. activation, % at 7.6 µM. 360,000 compounds, 0.66% hits. AID 624169;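 active = activation above a run cutoff, the mean activation of all tested compounds plus 3 SD, cut at about 14% in these data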;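 also: 0% = plate median of compound wells and 100% = 30 µM serotonin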
Target sequence (P35363 whole entry, looked up): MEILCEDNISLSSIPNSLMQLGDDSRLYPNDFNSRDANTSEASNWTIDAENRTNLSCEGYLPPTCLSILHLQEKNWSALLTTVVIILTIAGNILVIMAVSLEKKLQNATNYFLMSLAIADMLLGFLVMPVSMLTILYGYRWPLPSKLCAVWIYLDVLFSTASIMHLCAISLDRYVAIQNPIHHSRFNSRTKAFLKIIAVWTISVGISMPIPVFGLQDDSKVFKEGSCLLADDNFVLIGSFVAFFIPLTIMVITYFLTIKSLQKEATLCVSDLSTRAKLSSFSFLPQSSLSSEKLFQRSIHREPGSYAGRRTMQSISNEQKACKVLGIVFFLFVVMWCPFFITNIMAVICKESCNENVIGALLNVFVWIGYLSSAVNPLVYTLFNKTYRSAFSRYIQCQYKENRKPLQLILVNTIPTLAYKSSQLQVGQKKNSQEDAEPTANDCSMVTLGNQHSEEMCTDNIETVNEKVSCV
aDG glyco up = increases alpha dystroglycan glycosylation; Pro5-aDG cells, alpha-DG glycosylation AlphaScreen (IIH6); 0% Pro5, 100% B10-LARGE cell signal; activation, % at 10 µM; 360,000 compounds, 0.22% hits; AID 624168;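 active = activation of at least 8% versus controls, or a plate z-score of at least 8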;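 also: Pro5 are CHO cells carrying HIG-tagged alpha-DG that lacks glycosylation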
H9c2 protect = myocardial damage modulation in H9c2 cells; H9c2 cardiomyocytes, H2O2 injury protection, ATPLite, 2 h; protection from H2O2 cell death, % at 20 µM; 360,000 compounds, 0.63% hits;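 active = compounds giving at least 50% protection of heart cells from peroxide-induced death in the single-dose screen, raw or plate-pattern-corrected value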;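 also: 0% = DMSO wells with peroxide and 100% = DMSO wells without peroxide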
Granule exo inh = lytic granule exocytosis inhibition; TALL-104 LAMP-1 surface exposure, flow cytometry; cells stimulated with thapsigargin and PMA; inhibition, % at 10 µM; 360,000 compounds, 0.66% hits; AID 651702;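 active = inhibition above about 55%, limit read from the data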
* hit, by the source's call; . = not tested or not shown.

(1) C/C(=N/N=C/c1ccccc1O)c1ccccc1O
(2) N#Cc1c(/N=C\c2ccc(O)c([N+](=O)[O-])c2)sc2c1CCCC2
(3) CC(=O)NCC(=O)NC(C(=O)Nc1ccc2c(c1)OCCO2)c1ccccc1 (centres undefined)
(4) Cc1ccccc1CN(c1ccc(C(=O)Nc2cccnc2)cc1)S(C)(=O)=O
(5) OCC1C2c3ccccc3C(c3ccccc32)C1CO (centres undefined)
(6) CCN1CCCC1CNC(=O)c1cc2c(OC)cccc2[nH]1 (centres undefined)
(7) Cn1cccc1C(=O)NC(=O)COC(=O)CCNS(=O)(=O)c1ccc(Cl)cc1
(8) CCN(CC)c1ccc(/C=N\NC(N)=O)cc1
(9) Cc1ccc(OCCC(=O)OC(C)C(=O)Nc2ccc(Cl)cn2)cc1 (centres undefined)
(10) CCOC(=O)C1CCN(C(=O)C2CCCN(S(=O)(=O)c3ccc(OCC)c(Cl)c3)C2)CC1 (centres undefined)

Assay by compound	1	2	3	4	5	6	7	8	9	10
aDG glyco up	-0.1	0.1	-0.1	0.0	-0.1	-0.2	-0.3	0.2	0.4	2.7
H9c2 protect	-10	-9	2	1	-2	14	-7	-9	-5	-16
Glyco luc inh	-3	0	0	-1	-2	-3	2	1	0	0
Vif imaging	0	-9	16	13	16	-15	17	15	14	-3
PDI inh	2	1	3	4	-3	5	11	-3	9	4
HTR2A ag	0	4	-3	-2	-2	-6	4	-1	2	12
CaV13 FRET inh	-21	2	.	-6	-4	-5	-3	-3	-4	-5
Granule exo inh	-11	-2	3	-3	8	9	-2	3	0	-5
ABCB6 inh MLPCN	93	101	89	99	93	95	90	105	102	94
hiPSC survival	-0.8	1.3	-1.1	-1.2	0.0	-0.7	12	-0.1	-0.6	-0.6

(11) CCC(Sc1nc(C)cc(=O)[nH]1)C(=O)Nc1nnc(C)s1 (centres undefined)
(12) Cc1ccc(-c2ccc(SCC(=O)N3CCN(c4ccccc4)CC3)nn2)cc1
(13) CCN(C(=O)COC(=O)CNS(=O)(=O)c1ccccc1)c1ccccc1
(14) CCOC(OCC)c1ccc(/C=C\c2nccc(N)n2)cc1
(15) CC(=O)c1cccc(Nc2ccc(C#N)cc2)c1
(16) Cc1cc(NC(=O)CSCC(=O)Nc2cc(C(F)(F)F)ccc2N2CCOCC2)no1
(17) CCCc1ccc(OCc2ccccc2)c2c(=O)cc(C(=O)OCC)oc12
(18) Cc1ccc(C(=O)O)cc1Nc1ncnc2sc3c(c12)CCC3
(19) CCN(CC(=O)Nc1c(F)cccc1F)C(=O)C1CCN(C(=O)Nc2ccccc2)CC1
(20) CCc1cccc(C)c1NC(=O)CSc1nc2ccc(N3C(=O)c4ccccc4C3=O)cc2s1

Assay by compound	11	12	13	14	15	16	17	18	19	20
aDG glyco up	0.0	0.2	-0.5	-0.1	0.2	0.0	-0.1	0.0	-0.1	0.1
H9c2 protect	7	-7	0	-14	4	2	6	-4	6	1
Glyco luc inh	1	-1	1	-1	1	1	0	2	-1	1
Vif imaging	26	14	-2	-3	2	-4	-2	-5	6	.
PDI inh	-7	-24	9	-2	.	5	2	5	4	3
HTR2A ag	-3	2	-2	-2	1	10	4	-3	-1	-4
CaV13 FRET inh	.	-5	7	-4	-10	-6	-13	-4	-5	-4
Granule exo inh	0	-4	-3	3	-3	1	-1	-4	2	-1
ABCB6 inh MLPCN	102	102	107	92	105	107	95	95	92	98
hiPSC survival	-0.6	-1.6	-0.1	-0.8	-1.5	5.6	0.1	-0.1	-0.4	-1.2

(21) O=C(Cc1ccc(NS(=O)(=O)c2cccc(C(F)(F)F)c2)cc1)NCCN1CCOCC1
(22) Cc1cccc(Oc2coc3cc(OC(=O)c4cc5ccccc5oc4=O)ccc3c2=O)c1
(23) CCC(=O)N(c1nnc(SCC(=O)Nc2ccc(N3CCOCC3)cc2)s1)C1CC1
(24) NS(=O)(=O)c1cccc(NC(=O)c2ccc(S(=O)(=O)N3CCCCCC3)cc2)c1
(25) O=C(Nc1cccnc1)c1scc2c1OCCO2
(26) Cc1ccc(-n2c3c(cc(C(=O)NC4CCSC4=O)c2=O)C(=O)CC(C)(C)C3)cc1 (centres undefined)
(27) O=S(=O)(c1ccc(F)c(F)c1)N1CCCc2ccccc21
(28) O=C(/C=C/c1ccccc1)NCc1cccnc1
(29) Cc1ccc(/C=C/C(=O)Nc2cccnc2)o1
(30) CCN(CC(=O)N1CCN(c2ccccc2)CC1)S(=O)(=O)c1ccc(C)cc1

Assay by compound	21	22	23	24	25	26	27	28	29	30
aDG glyco up	0.0	-0.1	-0.1	-0.1	-0.2	-0.2	0.0	-0.3	0.1	0.0
H9c2 protect	-4	-3	1	-10	-4	1	-10	2	0	-1
Glyco luc inh	1	1	-2	-4	0	1	-5	0	3	-2
Vif imaging	-2	23	13	-18	.	4	-11	-5	.	-5
PDI inh	6	-5	-5	16	6	-6	0	9	-1	4
HTR2A ag	-12	-2	13	4	-3	-1	4	0	1	-2
CaV13 FRET inh	-1	-7	-2	-2	-4	-8	-17	-6	-4	-16
Granule exo inh	9	0	2	3	-1	4	-17	-1	-1	4
ABCB6 inh MLPCN	98	87	109	93	84	102	102	100	94	98
hiPSC survival	0.2	6.7	7.1	-0.3	0.4	-0.2	0.1	0.0	1.0	6.8

Reprinted at random: 2 entries already listed
(23) CCC(=O)N(c1nnc(SCC(=O)Nc2ccc(N3CCOCC3)cc2)s1)C1CC1
(30) CCN(CC(=O)N1CCN(c2ccccc2)CC1)S(=O)(=O)c1ccc(C)cc1

Assay by compound	23	30
aDG glyco up	-0.1	0.0
H9c2 protect	1	-1
Glyco luc inh	-2	-2
Vif imaging	13	-5
PDI inh	-5	4
HTR2A ag	13	-2
CaV13 FRET inh	-2	-16
Granule exo inh	2	4
ABCB6 inh MLPCN	109	98
hiPSC survival	7.1	6.8

The list continues.
(31) CC(=O)c1ccc(OCc2cc(C(=O)N(C)C3CCOC3)no2)cc1 (centres undefined)
(32) COc1ccc(NC(=O)c2ccccc2[N+](=O)[O-])cc1
(33) CCOC(=O)CCc1c(C)c2ccc(OC(C)C(=O)OCC)c(C)c2oc1=O (centres undefined)
(34) CCCCN(C)C(=O)c1nc2ccccn2c1CN(C)Cc1csc(C)n1
(35) CC(=O)NCCc1nc2cc(NC(=O)c3ccc(Cl)cc3)ccc2n1C
(36) CCOC(=O)CSc1nc2ccccc2c(=O)n1CC1CCC(C(=O)NCc2ccco2)CC1 (centres undefined)
(37) Cc1ccc2cc(CN(Cc3nnnn3C3CCCCC3)CC3CCCO3)c(=O)[nH]c2c1 (centres undefined)
(38) Cc1nn(C)c(=O)n1-c1ccc(Oc2ccccc2)cc1
(39) COc1ccccc1NC(=O)COC(=O)CCn1c(C)csc1=O
(40) CCOc1ccc(NC(=O)N(CCCN2CCOCC2)Cc2cccnc2)cc1

Assay by compound	31	32	33	34	35	36	37	38	39	40
aDG glyco up	-0.1	-0.1	0.6	-0.1	0.2	0.2	0.0	0.6	-0.1	0.0
H9c2 protect	-3	5	-4	-10	-5	-2	9	1	0	11
Glyco luc inh	-4	1	1	0	-3	1	-2	1	0	1
Vif imaging	-12	2	21	1	7	-4	-9	8	15	24
PDI inh	11	5	-1	-4	7	-15	5	9	11	-3
HTR2A ag	3	1	1	-3	2	0	1	1	7	-1
CaV13 FRET inh	-10	-7	-4	-5	-2	-5	-9	-9	-6	-8
Granule exo inh	5	-10	0	0	2	-3	-2	4	6	3
ABCB6 inh MLPCN	105	96	86	102	102	90	91	89	96	102
hiPSC survival	0.1	0.6	4.0	1.0	0.4	-1.0	-2.3	-1.3	-0.3	-1.6

Some entries already given, showing only Vif imaging, Glyco luc inh and hiPSC survival:
| No. | mol | Vif imaging | Glyco luc inh | hiPSC survival |
| --- | --- | --- | --- | --- |
| 9 | Cc1ccc(OCCC(=O)OC(C)C(=O)Nc2ccc(Cl)cn2)cc1 (centres undefined) | 14 | 0 | -0.6 |
| 27 | O=S(=O)(c1ccc(F)c(F)c1)N1CCCc2ccccc21 | -11 | -5 | 0.1 |

(list continues)
(41) CN(C)c1ccc(NC(=O)Nc2cccc3ccccc23)cc1
(42) COc1cc(OC)c(CN2CCCN(C)CC2)cc1Br
(43) Cc1cccnc1N(C(=O)Nc1cccc(Cl)c1)C1=NCC(C)(C)S1
(44) CC1CCc2c(sc(NC(=O)C(=O)NCc3ccco3)c2C#N)C1 (centres undefined)
(45) C=CCOc1ccc(C2N3CC4(CC)CN2CC(CC)(C3)C4=O)cc1 (centres undefined)
(46) CC(=O)c1ccc(NC(=O)COC(=O)c2ccccc2Sc2ccccc2C#N)cc1
(47) Brc1ccc(-c2nnc(-c3ccccc3Br)o2)cc1
(48) CCOC(=O)c1c(-c2cccc(C)c2)csc1NC(=O)C1CC=CCC1C(=O)O (centres undefined)
(49) COc1cccc(-n2cnc3sc(C)cc3c2=O)c1
(50) COC(=O)c1ccc(COC(=O)CNS(=O)(=O)c2ccccc2)cc1
(51) COc1ccc(/C=C/C(=O)N(C)c2ccccc2C(=O)O)cc1

Assay by compound	41	42	43	44	45	46	47	48	49	50	51
aDG glyco up	-0.2	0.1	-0.2	-0.2	0.1	1.3	0.6	-0.2	-0.2	-0.1	0.2
H9c2 protect	-6	5	2	-3	2	-1	-17	-5	-8	0	8
Glyco luc inh	2	2	-1	1	1	-2	-14	2	2	3	3
Vif imaging	-2	-8	1	11	.	-9	9	-7	-2	2	1
PDI inh	6	14	-4	-15	-3	-7	-1	1	2	-2	-2
HTR2A ag	0	-9	5	-3	-4	-2	-1	4	0	8	-2
CaV13 FRET inh	3	-3	-3	-8	.	-5	.	-7	-2	-5	-3
Granule exo inh	-1	-3	4	-5	0	22	-1	0	-3	14	-2
ABCB6 inh MLPCN	101	97	97	96	108	102	98	98	102	103	101
hiPSC survival	-0.6	0.4	-2.7	-4.9	4.1	-1.2	-1.9	3.0	-0.5	-0.8	-0.7

From PubChem
